# Source: PubChem BioAssay
# TRHR PAM – allosteric enhancers of human TRH receptor. AID 493056. TRHR cells, fluo-8 calcium fluorescence, EC20 TRH enhancement. hit rate 0.66% among 360,000. enhancement, % at 2 µM. P34981; in the data active means enhancement above about 30%; further: 0% is about no effect
# Target sequence (P34981 whole entry, looked up): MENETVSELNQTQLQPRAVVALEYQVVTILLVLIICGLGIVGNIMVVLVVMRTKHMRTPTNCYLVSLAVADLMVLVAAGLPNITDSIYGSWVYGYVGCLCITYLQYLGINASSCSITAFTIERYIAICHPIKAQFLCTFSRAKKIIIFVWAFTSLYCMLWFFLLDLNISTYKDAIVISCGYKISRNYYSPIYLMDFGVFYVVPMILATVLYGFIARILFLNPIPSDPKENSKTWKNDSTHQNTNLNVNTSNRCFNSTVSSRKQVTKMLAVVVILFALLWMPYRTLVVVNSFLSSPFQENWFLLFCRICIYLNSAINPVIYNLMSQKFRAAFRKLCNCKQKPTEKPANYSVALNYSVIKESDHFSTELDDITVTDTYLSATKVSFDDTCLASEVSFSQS
#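 TRHR-expressing cells loaded with fluo-8 calcium dye were read kinetically (ex 480/em 530) during compound addition, then stimulated with an EC20 of TRH (10 nM final). Enhancement of the Gq-mediated intracellular calcium response was scored.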
# D2 PAM – positively modulates the human D2 dopamine receptor allosterically; HEK293 T-REx D2, calcium flux, EC20 dopamine potentiation; potentiation, % at 10 µM; hit rate 0.34% among 340,000; AID 485347;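 active means potentiation over 3 SD above the plate norm, cut at about 30% in these data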; further: 0% is about no effect
# Target sequence (P14416 whole entry, looked up): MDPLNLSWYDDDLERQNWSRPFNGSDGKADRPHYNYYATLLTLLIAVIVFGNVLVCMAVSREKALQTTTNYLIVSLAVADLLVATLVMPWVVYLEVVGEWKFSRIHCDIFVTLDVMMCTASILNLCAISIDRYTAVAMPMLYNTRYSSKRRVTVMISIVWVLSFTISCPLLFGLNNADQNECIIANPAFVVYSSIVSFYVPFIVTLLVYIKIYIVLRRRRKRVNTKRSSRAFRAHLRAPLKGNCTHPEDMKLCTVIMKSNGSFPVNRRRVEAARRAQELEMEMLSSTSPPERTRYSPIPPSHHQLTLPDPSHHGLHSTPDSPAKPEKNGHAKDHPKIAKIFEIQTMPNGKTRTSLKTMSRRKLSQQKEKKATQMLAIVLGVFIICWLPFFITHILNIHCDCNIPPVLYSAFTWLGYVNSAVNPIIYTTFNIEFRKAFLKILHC
#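 Potentiation of an EC20 dopamine calcium response is measured in a force-coupled, tetracycline-inducible Hek293 Trex D2 line. Compound-only kinetic reads over 180 s flag agonists before dopamine addition.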
# D2 agonist – agonists of human D2 dopamine receptor; P14416; HEK293 T-REx D2 cells, calcium flux agonist mode; activation, % at 2 µM; hit rate 0.53% among 340,000; AID 485358;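 active means activation over 3 SD above normal in the single-dose calcium agonist read, cut at about 30% in these data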; further: 0% is about no effect
#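 Calcium-flux readout, 1 cycle/sec over 180 s following compound pin transfer, in inducible HEK293 Trex D2 cells (force-coupled); dopamine controls included. Positive calcium responses during this window marked compounds as potential agonists.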
# D2 antag – D2 dopamine receptor (human) antagonism; P14416; HEK293 TREx D2 cells, calcium flux, dopamine EC80; inhibition, % at 10 µM; hit rate 2% among 340,000; AID 485344; in the data active means inhibition above about 30%; further: 0% is about no effect
#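 In this primary screen, negative modulation is detected by tracking calcium flux after an EC80 dopamine challenge in inducible HEK293 T-REx D2 cells preexposed to test compound for 180 s.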
# RXFP1 ag – RXFP1 (human) receptor agonism | HEK293T-RXFP1 cAMP TR-FRET, 30 min; response scale: percent of porcine relaxin response, buffer zero | Potency, µM (highest dose often 57.5 µM), for the others: top-dose activation, usual class: activators | hit rate 0.3% among 370,000 | Q9HBX9 | AID 2676; active means well fitted activation curve with a large enough effect; inconclusive means small, poorly fitted or top-dose-only effect; further: potency means the concentration at half of the fitted maximal effect; on the % scale 0 is the no-effect control and ±100 the full control effect; nearly all actives have a fitted effect of over 60% in size; many of its hits are not listed in these tables
#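 Agonist response is measured as cAMP accumulation in an RXFP1-transfected HEK293T line under PDE4 inhibition. Values are scaled between buffer-only and 29 nM porcine relaxin, and EC50s come from standard Hill equation fits.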
# D1 potentiator – enhances dopamine response at the human D1 receptor; HEK293 TREx D1 cells, calcium flux, dopamine EC20 potentiation; potentiation, % at 10 µM; hit rate 0.036% among 360,000; in the data active means potentiation above about 30%; further: 0% is about no effect
# RXFP1 antagonist – blocks the human relaxin receptor RXFP1. Q9HBX9. HEK293-RXFP1, relaxin-stimulated cAMP HTRF, 30 min; stronger effect = lower value. activity change, negative = inhibition, % at 57.5 µM. hit rate 0.59% among 350,000. AID 1259400;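 active means activity change of -60% or lower, but not beyond a set lower limit; inconclusive means change between -60% and -40%, or beyond the set limit; inactive means change above -40%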; further: on the % scale 0 is the no-effect control and ±100 the full control effect
# D1 antag – blocks dopamine activation of the human D1 receptor; P21728; HEK293 TREx D1 cells, calcium flux, dopamine EC80; stronger effect = lower value; activity change, negative = inhibition, % at 10 µM; hit rate 3.2% among 360,000; in the data active means activity change below about -30%; further: on the % scale 0 is the no-effect control and ±100 the full control effect
#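 Antagonism measured as reduced calcium response to an EC80 dopamine addition following 180 s compound pre-read; cells were inducible HEK293 Trex D1 plated overnight at 30 C, read kinetically at 1 cycle/sec.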
# D1 ag – activates the human D1 dopamine receptor; AID 504660; activation, % at 2 µM; hit rate 1% among 360,000; P21728; HEK293 T-REx D1 cells, calcium flux, agonist mode; in the data active means activation above about 30%; further: 0% is about no effect
#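 Agonism was scored from calcium flux recorded over 180 s (1 read/s) after pintool compound addition, following a 10-cycle baseline. Cells were inducible force-coupled HEK293 TREx D1, plated overnight at 30 C and loaded with no-wash calcium dye.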
# * marks the source's active call; other numbers are inactive results; ? = inconclusive; · = no result given; & = joins results of further samples. A portion of the library; rates above refer to the full screens.
# Values run as follows: D2 agonist	D1 antag	D2 PAM	TRHR PAM	D1 potentiator	D1 ag	D2 antag	RXFP1 antagonist	RXFP1 ag
> COc1cccc(-c2coc3cc4oc(=O)c(CC(=O)O)c(C)c4cc23)c1
 : -1.2	-19	-10	-2	-3	3	14	4	5.1%
> Cc1cccc(N2C(=O)CC(Sc3ccccc3C(=O)O)C2=O)c1 (configuration not stated)
 : 0.0	-9	20	4	-2	0	-6	-4	1.7%
> C#CCOCCOCCOCCNc1nc(N2CCN(C(=O)C(CCC(=O)O)n3cc(C(N)CC(C)C)nn3)CC2)nc(N2CCN(C(=O)C(Cc3cc4ccccc4[nH]3)n3cc(C(N)Cc4ccc(O)cc4)nn3)CC2)n1 (configuration not stated)
 : -0.1	-2	-5	-3	-1	-5	-2	·	-2.7%
> Cc1c(CNC2CCCCCC2)c(C(=O)O)c(C)n1Cc1cccc(Cl)c1
 : -1.4	0	13	7	-1	-4	·	-15	-0.8%
> COc1ccc(OC)c(NC(=O)COC(=O)Cc2ccc(Br)cc2)c1
 : -1.5	3	-25	4	1	3	7	-3	-0.2%
> Cn1nc([N+](=O)[O-])nc1Sc1ccc(Cl)cc1
 : -0.2	-16	-6	-5	-8	1	-5	18	0.1%
> Cc1cccc(Nc2nc(Nc3cccc(C)c3)nc(N3CCOCC3)n2)c1
 : -1.4	0	9	8	-2	1	·	-15	5.1%
> Cn1c(=S)oc2ccccc21
 : 0.2	-10	-1	-7	-2	4	1	-6	3.1%
> CCc1nnc2c3ccccc3nc(Nc3ccc(F)c(Cl)c3)n12
 : 0.0	-4	-4	-3	1	3	·	-7	?
> Cc1cc(C(=O)CSc2nnc(Cc3ccccc3)o2)c(C)n1Cc1ccc2c(c1)OCO2
 : 0.6	1	7	4	1	7	-17	-18	0.1%
> CSc1sc(C(=O)NNC(=O)c2ccc(Cl)cc2)c2c1C=CCC2
 : -0.1	1	-3	-3	-1	0	-3	-7	17%
> CCCCN(CC)CCNC(=O)C1CCCN(c2ncnc3onc(C)c23)C1 (configuration not stated)
 : 0.9	-30*	-18	-5	1	-1	·	-11	6.6%
> Cc1ccc(C(=O)O/N=C(\N)Cc2cccs2)c(Cl)c1
 : 0.8	-19	-10	-4	-3	1	-33	-11	-4.7%
> Cc1ccc(Cl)cc1NC(=O)/C(C#N)=C\c1cn(Cc2ccc(F)cc2)c2ccccc12
 : 0.3	-4	7	1	1	6	·	0	1.4%
> COc1cc(/C=N/NC(=O)c2cc(C)oc2C)ccc1O
 : -0.6	-15	8	11	-1	0	-4	-14	-1.1%
> CCOc1ccc(C(=O)NC(C(=O)N2CCC2)C(C)C)cc1 (configuration not stated)
 : 0.6	5	4	-3	-2	1	13	-10	0.0%
> CCOC(=O)c1cnc2c(ccc3ccccc32)c1NCCCN(C)C
 : -1.5	0	-4	2	3	8	-10	-24	1.0%
> COc1cccc(C(=O)Nc2ccc(C(=O)c3ccncc3)cc2)c1
 : -0.1	-12	0	0	-6	9	-6	-7	-0.6%
> COc1ccc(Cc2n[nH]c(=S)n2-c2ccc3c(c2)OCCO3)cc1
 : 0.9	16	-4	0	-1	0	-1	-6	0.6%
> COc1ccc(NS(=O)(=O)c2ccc(N3CCCCC3)c(N)c2)cc1
 : 0.6	-22	9	-7	-7	26	8	-7	-0.5%
> Cc1nn(-c2ccccc2)c(N2CCCC2)c1/C=N/NC(=S)Nc1ccccc1F
 : -1.8	1	9	-1	-7	6	13	-3	0.4%
> O=S(=O)(Nc1ccc(-c2ccc3nncn3n2)cc1)c1cccc(F)c1
 : -0.4	17	14	7	0	3	27	-11	0.6%
> Cc1cc(C)n2nc(C(=O)OCC(=O)c3cc(C)n(C)c3C)nc2n1
 : -0.1	3	0	-2	-4	3	-20	8	3.1%
> Fc1ccc2c(c1)C(c1ccncc1)=NNC(c1ccccc1)=N2
 : -0.2	-2	17	-2	1	2	-2	13	-0.1%
> O=C(NC1CCCCC1)C(c1ccncc1)N(C(=O)Cn1nnc(-c2cccs2)n1)C1CCCC1 (configuration not stated)
 : ·	-9	·	13	-4	0	·	-7	-0.1%
> COc1ccc(OC)c(C(=O)CSc2nc3c(c(=O)n(C)c(=O)n3C)n2C(C)C)c1
 : 0.2	2	15	4	-1	1	7	22	15%
> O=C(Nc1ccc(Cl)cn1)C1CCN(S(=O)(=O)c2cccs2)CC1
 : -1.4	-18	-7	-3	-6	11	-1	-8	4.0%
> CC(CC(=O)NCCc1ccc(S(N)(=O)=O)cc1)c1ccccc1 (configuration not stated)
 : -0.7	0	8	-8	-2	3	5	12	-1.1%
> CCC(C)[C@H](NC(=O)N1CC(=O)Nc2ccccc21)C(=O)N[C@H](C(=O)O)c1ccccc1 (some centres not stated)
 : 0.7	3	5	6	2	0	6	-17	-0.4%
> Cc1ccc(Cn2c(SCc3ccc(C(=O)O)cc3)nc3cccnc32)cc1
 : ·	1	19	29	-5	1	·	-26	3.9%

# The final two compounds of the section above lead into the next.
# Values run as follows: D2 agonist	D1 antag	D2 PAM	TRHR PAM	D1 potentiator	D1 ag	D2 antag	RXFP1 antagonist	RXFP1 ag
> CCC(C)[C@H](NC(=O)N1CC(=O)Nc2ccccc21)C(=O)N[C@H](C(=O)O)c1ccccc1 (some centres not stated)
 : 0.7	3	5	6	2	0	6	-17	-0.4%
> Cc1ccc(Cn2c(SCc3ccc(C(=O)O)cc3)nc3cccnc32)cc1
 : ·	1	19	29	-5	1	·	-26	3.9%
> c1ccc2c(c1)CCN(c1nc(CN3CCOCC3)nc3sc4c(c13)CCCC4)C2
 : 1.4	1	3	-2	0	3	-4	-5	0.6%
> O=C1Nc2cc(C(=O)NCCCN3CCOCC3)ccc2S/C1=C/c1ccccc1F
 : 2.3	-22	-2	0	4	5	-12	-10	-0.2%
> C[C@H](NC(=O)Cc1ccccc1)C(=O)N1CCC2(CC1)NCCc1[nH]cnc12
 : 0.3	-2	3	2	0	2	12	3	1.5%
> CS(=O)CSc1nc2c(cc1C#N)CCCC2 (configuration not stated)
 : -0.1	-22	-6	-10	-3	1	-21	-10	2.1%
> O=C(CCCN1C(=O)c2cccc3cccc(c23)C1=O)N1CCN(c2ccc(F)cc2)CC1
 : 1.0	2	8	-4	-2	1	13	-14	3.9%
> Oc1cc(-c2cccnc2)cc2cccnc12
 : -0.7	9	-2	-1&-3	4&1	1&1	-2	·	-0.1%&-0.5%
> CCc1ccc2oc(C(=O)N(Cc3cccc(Cl)c3)Cc3ccco3)c(C)c2c1
 : 1.3	-1	-1	-5	-2	15	·	·	-2.4%
> CCOc1ccc(C(=O)NCC(=O)OCCCC(=O)c2ccc(F)cc2)cc1OCC
 : 0.1	-2	9	1	-1	0	4	8	-2.5%
> CCCCN(C)C(=O)c1cn(C)c2ccc(S(=O)(=O)N3CCC(C)CC3)cc2c1=O
 : 0.0&-0.9	-13&-5	-6&20	-5&-4	-3&1	1&1	-3	-12&0	-1.9%&7.8%
> Cn1c(-c2cccc(Br)c2)n[nH]c1=O
 : ·	-5	·	2	3	0	·	-6	0.2%
> Cc1ccc(N2C(=NC(=O)c3ccccc3)SC3CS(=O)(=O)CC32)cc1 (configuration not stated)
 : 0.3	-6	7	9	-2	3	-4	-4	3.3%
> COc1cccc(OCc2cc(C(=O)NCCN3CCCCC3CO)no2)c1 (configuration not stated)
 : -0.1	2	16	2	-5	6	17	-13	-0.5%
> O=C(N=Nc1c(O)[nH]c2ccccc12)c1cccs1
 : 4.8	11	-3	-6	-16	0	-14	-4	-0.7%
> CC(CCc1ccccc1)NC(=O)c1cccc(F)c1 (configuration not stated)
 : 0.0	-2	-6	-2	-2	3	-8	-12	0.8%
> CCCCNC(=O)c1cc2c(-c3ccc(Cl)cc3)nn(C)c2s1
 : -1.1	-4	-19	3	-1	2	1	·	0.1%
> CCCc1cc(=O)[nH]c(SCC(=O)NC2CCCc3ccccc32)n1 (configuration not stated)
 : 0.6	-18	-3	1	-6	2	-10	5	2.0%
> CC(=O)c1ccc(NC(=O)c2ccc3nc(C)sc3c2)cc1
 : 0.9	-1	2	4	-4	2	4	-2	3.3%
> COCCNC(=O)c1cn(C(C)c2ccccc2F)nn1 (configuration not stated)
 : 1.1	-16	-8	-6	-2	1	0	1	-0.1%
> CCOC(=O)c1c(NC(=O)CSc2nnc(-c3ccco3)o2)sc(C)c1C
 : -1.4	-6	-1	0	0	5	-1	-6	2.8%
> N#CCSc1nnc(COc2ccccc2)n1-c1ccccc1
 : 0.5	-15	-4	-4	2	4	17	25	-1.7%
> O=C(Nc1ccc2c(c1)OCCO2)c1cccnc1Oc1ccccc1
 : -2.0	-8	6	-5	0	2	3	10	-0.3%
> CCCCOc1ccc(C(=O)N2CCN(CC(=O)Nc3ccc(C)cc3)CC2)cc1OC
 : 0.3	4	-6	26	1	7	-14	9	3.0%
> COc1ccccc1CNC(=O)COC(=O)c1ccc([N+](=O)[O-])o1
 : 0.2	0	11	-1	-2	1	-3	13	0.8%
> CC(O)CNCCOc1ccccc1OCc1ccccc1 (configuration not stated)
 : -2.7	-17	-34	-2	-7	8	45*	-27	0.5%
> COc1ccc(NC(=O)CSc2nc3ccc(Nc4nc(N5CCOCC5)nc(N5CCOCC5)n4)cc3s2)cc1
 : -1.1	0	-4	1	-4	7	-16	0	1.8%
> CC(=O)c1ccc(Nc2ccc(-c3ccccc3C)nn2)cc1
 : -0.9	-4	9	-1	-1	2	-13	-6	1.7%
> CC(C)(C)OC(=O)NCCCCCc1cn([C@@H](CO)C(=O)NCCCCCCCCCCC(=O)N2CCN(C(=O)OC(C)(C)C)CC2)nn1
 : -0.5	-30	-1	-8	-1	11	9	·	-0.4%
> CC(CN1CCC(n2nccc2NC(=O)c2ccccc2Cl)CC1)c1ccccc1 (configuration not stated)
 : 2.0	6	12	-5	0	2	-2	-2	-0.5%
> Cc1cc(C(=O)N2CCCC(N3CCN(c4cccc(C(F)(F)F)c4)CC3)C2)n[nH]1 (configuration not stated)
 : -0.3	-50*	5	4	0	3	1	2	2.1%
> COCCn1cc(C(=O)NCc2ccco2)c2c3ccccc3n(C)c2c1=O
 : -0.7	-18	4	1	3	3	17	-23	3.5%
> CCOc1ccc(C(=O)CCCC(=O)c2ccc(OCC)cc2)cc1
 : 0.9	12	-1	-2	-4	1	6	0	1.3%
> O=C1CC(C(=O)N(CC2CCCO2)C(C(=O)NC2CCCCC2)c2ccncc2)CS1 (configuration not stated)
 : -4.2	-5	12	16	5	0	-7	-6	0.2%
> CCOC(=O)c1ccc(N2C(=O)CC(N3CCN(C/C=C/c4ccccc4)CC3)C2=O)cc1 (configuration not stated)
 : 0.8	-11	-19	-5	-6	5	-1	-7	-0.7%
